FAS-TE inh = FAS thioesterase domain inhibitors, primary screen, biochemical, fluorescence intensity, uHTS | recombinant FAS-TE, OMFH fluorogenic substrate, fluorescence endpoint | Fatty acid synthase (Homo sapiens), P49327 | inhibition, % at 15 µM | hit rate 0.67% among 360,000;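 active = compounds whose normalised, plate-corrected inhibition of enzyme fluorescence in the single-dose primary screen is 50% or more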;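 also: 0% = DMSO with enzyme and 100% = substrate without enzyme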
bovine MsrA act = bovine MsrA enzyme activators, primary screen, biochemical, absorbance, HTS; activation, % at 10.6 µM; AID 602163, 2012; Methionine sulfoxide reductase A (Bos taurus); purified bovine MsrA, absorbance read-out; hit rate 0.3% among 360,000; in the data active = activation above about 7.5%;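 also: 0% = vehicle and 100% = reference activator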
SKN-1 inh = suppressors of acrylamide-induced Pgst-4::GFP reporter in worms, primary screen, SKN-1 inhibitor project, whole organism, uHTS, GFP/RFP fluorescence ratio, strain VP596; inhibition, % at 21.8 µM; AID 624304, 2012; hit rate 0.49% among 360,000; C. elegans VP596 Pgst-4::GFP/RFP ratio, 24 h;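 active = interference check ratio from 0.5 to 1.5 plus GFP to RFP signal ratio inhibition reaching or exceeding a fixed threshold, cut at about 30% in these data, passing the limit was not always enough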; also: some compounds called inactive have numbers as strong as hits
MT1-MMP act inh = blockers of MT1-MMP proenzyme processing, primary screen, HT1080 RFP-PRO-GFP cells, GFP/RFP fluorescence; GFP/RFP ratio fluorescence, overnight; percent of plate control window, DMSO zero; GFP/RFP ratio change, % at 20 µM; hit rate 0.061% among 360,000;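 active = GFP/RFP ratio change of at least 30% with cell ATP level not reduced by more than half and red fluorescence within 50% of control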; also: strong numbers were not always called active
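Compound: 20 µM single dose, 1% DMSO / System: HT1080 RFP-PRO-GFP cells / Controls: DMSO and RFP-L50D-GFP cell wells / Read-out basis: GFP/RFP fluorescence ratio / Schedule: overnight compound exposure at 37 °C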
E coli Lon inh = inhibitors of E. coli Lon protease, primary screen, biochemical, fluorescence polarization; P0A9M0; purified E. coli Lon protease; inhibition, % at 7.94 µM; hit rate 0.42% among 360,000; in the data active = inhibition above about 13%, passing the limit was not always enough;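 also: 0% = enzyme with probe and DMSO and 100% = no enzyme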
NRP1-CendR mod = modulators of CendR peptide binding to NRP-1, primary screen, biochemical, fluorescence polarization, uHTS | Neuropilin-1 (Homo sapiens), O14786 | hit rate 0.85% among 360,000 | inhibition, % at 25 µM | FAM-RPARPAR peptide binding to NRP-1;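 active = inhibition or corrected inhibition above about 18%, plus a signal ratio from 0.5 to 1.5, limit read from the data, passing the limit was not always enough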; also: strong numbers were not always called active
MsrA inh = bovine MsrA enzyme inhibitors, primary screen, biochemical, absorbance, HTS; hit rate 0.75% among 360,000; Methionine sulfoxide reductase A (Bos taurus); AID 651718, 2012; purified bovine MsrA, absorbance read-out; inhibition, % at 15.5 µM; in the data active = inhibition above about 4.5%;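 also: 0% = vehicle wells with enzyme and 100% = reference inhibitor wells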
PABP1 MLLE inh = inhibitors of PABP1 MLLE–PAM2 peptide binding, primary screen, biochemical, fluorescence polarization, FITC-PAM2, GST-MLLE | Polyadenylate-binding protein 1 (Homo sapiens), P11940 | inhibition, % at 20 µM | hit rate 0.36% among 360,000; in the data active = inhibition above about 35%, passing the limit was not always enough;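 also: plate controls were DMSO wells with GST-MLLE for no effect and wells lacking GST-MLLE protein for full effect; some results filed as inactive read as strong as hits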
TbMetRS inhib = T. brucei MetRS inhibitors, primary screen, biochemical, luminescence. purified T. brucei MetRS, ATP depletion, Kinase-Glo luminescence. methionyl-tRNA synthetase (Trypanosoma brucei brucei). inhibition, % at 11.9 µM. hit rate 0.4% among 360,000;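 active = inhibition above a per-plate cutoff of the control wells' mean inhibition plus 3 SD, cut at about 5.5% in these data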;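 also: 0% = DMSO wells median and 100% = median of wells with control inhibitor compound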
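Assay system: T. brucei methionyl-tRNA synthetase, purified | Medium: HEPES buffer with MgCl2, KCl, DTT, spermine, BSA, pyrophosphatase | Compound: 11.9 µM single point | Incubation: 15 min enzyme-compound preincubation, 2 h reaction, 10 min detection, 25 °C | Measured by: Kinase-Glo luciferase luminescence reporting remaining unconsumed ATP | Measure: % inhibition normalized to control-well medians | Replication: Singlicate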
Numbers without * were called inactive; · = no result given. Compounds were not picked by outcome; overall some 4% were active at least once.

SMILES	FAS-TE inh	bovine MsrA act	SKN-1 inh	MT1-MMP act inh	E coli Lon inh	NRP1-CendR mod	MsrA inh	PABP1 MLLE inh	TbMetRS inhib
COc1ccccc1C(=O)N(Cc1nc(-c2ccc(Cl)cc2)no1)C(C)C	23.7	1.7	19.1	1.3	2.0	-4.9	-0.2	1.7	-1.4
Cn1c(NN)nc2sc3c(c2c1=O)CCC3	0.0	-0.5	4.0	3.7	-1.5	17.4*	0.8	6.0	-0.6
CC(Sc1nnc(C2CC2)n1N)C(=O)NC1CCCCC1C (stereo not given)	-8.2	-3.3	-2.2	-1.8	2.2	12.1	1.7	-7.3	-0.5
O=C(COc1ccc(Cl)cc1)N1CCN(c2ccc([N+](=O)[O-])c(N3CCCCC3)c2)CC1	31.7	-2.1	17.6	0.2	6.6	-7.3	-0.1	-0.7	-0.3
CC(Oc1ccc2ccc(=O)oc2c1)C(=O)NCC1CCC(C(=O)O)CC1 (stereo not given)	-8.4	-9.4	-2.8	7.0	4.2	3.2	2.1	14.1	-2.3
Cc1ccc(S(=O)(=O)Nc2ccc3c(c2)CC(=O)N([C@H](C)CO)C[C@@H](C)[C@H](CN(C)Cc2ccc(-c4ccccc4)cc2)O3)cc1	73.2*	-0.1	-9.9	0.1	2.6	-3.3	·	-2.0	-0.3
Cc1ccc([N+](=O)[O-])cc1NC(=O)CCCOc1ccccc1	67.7*	-12.9	-22.3	7.3	-8.5	-4.8	-1.8	15.2	-1.4
COCCCNC(=O)c1ccc2c(c1)ncn2-c1ccccc1OC	-1.0	-5.2	-11.8	1.7	11.5	-5.2	0.9	2.9	-0.5
CN(C)S(=O)(=O)c1ccc2c(c1)nc1n2CCC1	-4.5	-3.4	-5.5	3.2	-4.1	-3.0	-1.5	-5.4	-0.4
COc1cc(C(=O)OCC(=O)Nc2ccc3c(c2)OC(F)(F)O3)ccc1OCc1c(C)noc1C	19.3	-8.0	1.8	1.5	-6.8	16.0	-0.7	-2.9	-1.2
CSc1cccc(NC(=O)c2[nH]c(C)c(C(C)=O)c2C)c1	0.9	-0.9	22.2	4.7	8.6	3.2	1.4	1.9	3.8
Cc1cc(C(=O)O)ccc1-c1ccc(/C=C2\NC(=O)N(Cc3ccc(F)cc3)C2=O)o1	-23.4	3.0	6.4	-1.7	5.2	-21.4	0.6	-3.8	0.1

Next part (seven carried over from the part before).
SMILES	FAS-TE inh	bovine MsrA act	SKN-1 inh	MT1-MMP act inh	E coli Lon inh	NRP1-CendR mod	MsrA inh	PABP1 MLLE inh	TbMetRS inhib
Cc1ccc(S(=O)(=O)Nc2ccc3c(c2)CC(=O)N([C@H](C)CO)C[C@@H](C)[C@H](CN(C)Cc2ccc(-c4ccccc4)cc2)O3)cc1	73.2*	-0.1	-9.9	0.1	2.6	-3.3	·	-2.0	-0.3
Cc1ccc([N+](=O)[O-])cc1NC(=O)CCCOc1ccccc1	67.7*	-12.9	-22.3	7.3	-8.5	-4.8	-1.8	15.2	-1.4
COCCCNC(=O)c1ccc2c(c1)ncn2-c1ccccc1OC	-1.0	-5.2	-11.8	1.7	11.5	-5.2	0.9	2.9	-0.5
CN(C)S(=O)(=O)c1ccc2c(c1)nc1n2CCC1	-4.5	-3.4	-5.5	3.2	-4.1	-3.0	-1.5	-5.4	-0.4
COc1cc(C(=O)OCC(=O)Nc2ccc3c(c2)OC(F)(F)O3)ccc1OCc1c(C)noc1C	19.3	-8.0	1.8	1.5	-6.8	16.0	-0.7	-2.9	-1.2
CSc1cccc(NC(=O)c2[nH]c(C)c(C(C)=O)c2C)c1	0.9	-0.9	22.2	4.7	8.6	3.2	1.4	1.9	3.8
Cc1cc(C(=O)O)ccc1-c1ccc(/C=C2\NC(=O)N(Cc3ccc(F)cc3)C2=O)o1	-23.4	3.0	6.4	-1.7	5.2	-21.4	0.6	-3.8	0.1
COCOCCn1cc(CN2CCS(=O)(=O)N(Cc3ccc(-c4ccc(Cl)cc4)cc3)C(C)C2=O)nn1 (stereo not given)	7.2	-5.6	-8.5	0.5	2.9	-4.8	0.6	7.5	-0.1
COc1ccc(F)cc1S(=O)(=O)N1CCC(C(N)=O)CC1	-4.8	0.1	-9.1	-5.0	-3.0	-3.8	-0.5	2.2	0.2
Clc1ccc(CSc2nncn2-c2ccccn2)cc1	-6.6	-1.8	11.8	0.7	-11.8	-2.8	0.6	12.3	0.2
CC(=O)c1ccc(S(=O)(=O)N2CCNC(=O)C2)cc1	-6.0	-2.5	4.2	-8.0	-5.0	-5.2	0.7	26.7	-0.1
O=C(NCc1cccc(F)c1)c1cccc2c1C(=O)c1ccc(Cl)cc1S2(=O)=O	22.4	-2.2	16.9	8.6	8.4	0.0	-0.1	10.7	0.5
CC(C)C(=O)N1CCC2(CC1)Oc1ccc(F)cc1C(=O)C21CC(c2ccc(Cl)cc2)=NO1 (stereo not given)	48.4	-2.7	6.2	-9.9	-3.2	25.1*	-0.5	16.8	0.0
CCN1CCN(C(=S)Nc2ccc(C(C)=O)cc2)CC1	-5.6	-2.9	-6.5	-6.3	6.8	11.2	-0.8	-13.2	-0.5
Cc1cccc(C(=O)Nc2ccccc2C(=O)Nc2ccc(C(=O)O)cc2)c1	-5.2	-3.8	3.2	-5.2	1.7	-7.5	-0.1	-1.0	-0.7
Clc1ccc(C2[C@H]3CN(CC4CCCCC4)[C@H](c4ccccc4)C34CC2(c2ccccc2)C4)cn1 (stereo not given in full)	14.6	-3.0	21.9	-2.7	1.6	6.1	-0.8	4.4	-0.3
Cn1c(SCC(=O)NC2CCCCC2)nnc1-c1ccccc1F	-3.0	6.6	3.4	0.1	-12.2	4.8	-0.4	-4.5	-0.4
COc1cc(OC)c(OC)cc1CNC1CCCCCC1	-6.0	-2.8	-0.2	-4.1	-6.6	-6.9	-1.2	6.4	-0.4
COc1ccc(-c2nn(-c3ccccc3)cc2/C=N/NC(=O)c2cccc(S(=O)(=O)Nc3ccccc3OC)c2)cc1	54.1*	-3.9	4.2	0.3	4.0	-7.8	2.9	-0.9	0.0
C[C@H](CO)N1C[C@H](C)[C@@H](CN(C)S(=O)(=O)c2ccccc2)Oc2c(NC(=O)Cc3ccccc3)cccc2C1=O	-7.7	-3.0	3.9	-3.9	-21.2	3.9	-0.7	1.6	-0.4
COc1cc([N+](=O)[O-])c(C(=O)N2CCOCC2)c([N+](=O)[O-])c1	-6.2	-2.5	5.4	1.2	-11.2	8.0	0.7	-3.0	0.3
Cc1cc(=S)[nH]c2ccccc12	-0.2	-1.3	9.2	0.0	-1.7	-1.7	0.4	18.0	-1.1
O=C(COc1ccccc1)N(Cc1ccco1)C1CCS(=O)(=O)C1 (stereo not given)	-5.0	-3.4	7.3	-3.1	-4.7	-1.0	0.7	1.4	-0.4
Cc1ccc(S(=O)(=O)N2[C@@H](c3ccc(Cl)cc3)C(C(=O)O)=CC[C@H]2c2ccc(C(C)C)cc2)cc1	32.3	-0.7	11.9	3.1	-0.3	-35.5	0.9	-5.4	0.1
COc1ccccc1N1CCN(S(=O)(=O)CCNC(=O)Cc2ccc(F)cc2)CC1	-2.7	-1.2	1.6	2.6	-0.7	-7.5	0.5	-1.8	0.1
CC(NC(=O)c1cccc(C(F)(F)F)c1)C1CCCO1 (stereo not given)	-6.8	-7.0	-4.8	1.2	-17.2	4.3	-0.2	-2.0	-1.0
Cc1cc(C(=O)CSc2nc(N)cc(=O)[nH]2)c(C)n1CC1CCCO1 (stereo not given)	-10.3	-1.4	-8.1	0.3	0.4	21.4*	0.6	19.2	-0.1
CN(c1c[nH]c(=O)[nH]c1=O)C1CCCCC1	-3.8	-7.8	-5.9	4.2	-5.3	-2.5	0.2	-3.2	-1.1
O=C(CN1CCCC1)Nc1ccccc1Sc1ccccc1	7.9	-2.1	9.4	2.5	2.7	-14.4	0.7	0.4	0.6
COc1ccc(C2NC(=O)N(C)C(C)=C2[N+](=O)[O-])cc1 (stereo not given)	7.2	-0.8	-0.1	2.6	-4.1	7.1	1.7	3.7	-1.0
Cc1cc(-c2nnc(-c3cc4ccccc4oc3=O)o2)c(C)n1-c1ccccc1	13.3	-5.6	-11.8	-1.3	10.7	-12.3	0.7	0.0	-0.5

Three entries already listed, arranged by the number in MT1-MMP act inh, rising:
SMILES | bovine MsrA act | SKN-1 inh | MT1-MMP act inh | E coli Lon inh | NRP1-CendR mod | MsrA inh | PABP1 MLLE inh
O=C(COc1ccccc1)N(Cc1ccco1)C1CCS(=O)(=O)C1 (stereo not given) | -3.4 | 7.3 | -3.1 | -4.7 | -1.0 | 0.7 | 1.4
COc1cc([N+](=O)[O-])c(C(=O)N2CCOCC2)c([N+](=O)[O-])c1 | -2.5 | 5.4 | 1.2 | -11.2 | 8.0 | 0.7 | -3.0
O=C(CN1CCCC1)Nc1ccccc1Sc1ccccc1 | -2.1 | 9.4 | 2.5 | 2.7 | -14.4 | 0.7 | 0.4

(listing goes on)
SMILES	FAS-TE inh	bovine MsrA act	SKN-1 inh	MT1-MMP act inh	E coli Lon inh	NRP1-CendR mod	MsrA inh	PABP1 MLLE inh	TbMetRS inhib
O=S(=O)(Cc1cc(Sc2ccc(Cl)cc2)nc(-c2ccccc2)n1)c1ccccc1	24.0	-10.3	-11.2	-2.7	-5.0	-3.8	3.5	-5.1	-1.7
CC(C)c1c(O)nc(SCc2ccc(F)cc2)[nH]c1=O	-5.6	-3.5	-1.3	-2.0	-1.7	-2.1	-1.0	1.7	0.0
O=[N+]([O-])c1ccc(-c2csc(NN=C3CCCC3)n2)cc1	3.8	-1.0	15.8	0.9	-7.9	-13.2	-0.4	-5.2	-0.7
Cc1ccc(C(=O)Nc2ccc3c(c2)OCO3)cc1NC(=O)c1ccco1	-4.5	-0.3	3.4	4.3	-4.3	2.1	-0.6	-1.8	0.2
Cn1c(COc2ccc3ccccc3c2)nnc1SCC(N)=O	-5.9	0.5	-11.5	-1.3	-5.0	5.5	-0.6	-46.9	-0.4
O=C(N/N=C/c1cccnc1)c1cccc(Br)c1	-3.0	-0.8	12.5	2.0	-4.5	7.2	0.1	-2.2	-0.3
CN(C)S(=O)(=O)c1ccc2oc(SCC(N)=O)nc2c1	-7.5	-3.9	-15.6	-5.8	-2.8	-4.4	0.1	12.5	-0.4
COCCN(C(=O)Nc1ccccc1OC)c1nc2ccccc2s1	31.1	-2.9	-4.6	-2.5	5.3	9.0	0.1	3.2	-0.2
CC(=O)N(C1=C(N)C(=O)c2ccccc2C1=O)C(C)C	2.3	-4.4	3.4	2.0	1.7	11.7	2.0	-3.7	-0.2

Screening data as filed in PubChem.
